From PubChem BioAssay
Neddyl block: inhibitors of cullin neddylation, primary screen, biochemical, TR-FRET, uHTS, NAE and Ubc12 | NEDD8-conjugating enzyme Ubc12 (Homo sapiens) + NEDD8-activating enzyme E1 regulatory … | calls only at 25 µM | 0.58% of 360,000 active; in the data active = inhibition above about 36%
Rin1-Abl PPI inh: inhibitors of Rin1-Abl protein binding, primary screen, biochemical, TR-FRET. Tyrosine-protein kinase ABL1 (Homo sapiens) + Ras and Rab interactor 1 (Homo sapiens), …. 0.4% of 360,000 active. inhibition, % at 7.35 µM. AID 588664, 2011; in the data active = inhibition above about 5%, passing the limit was not always enough
Scp-1 inhibitor: Scp-1 phosphatase inhibitors, primary screen, biochemical, colorimetric, uHTS | AID 493091, 2011 | inhibition, % at 20 µM | Carboxy-terminal domain RNA polymerase II polypeptide A small phosphatase 1 (Homo … | Recombinant Scp1, phosphopeptide, malachite green phosphate absorbance | 0.88% of 340,000 active;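 active = inhibition above about 50% at 20 µM, limit read from the data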;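 note: plate controls were DMSO wells with enzyme for no effect and wells lacking enzyme for full effect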
Target sequence (Q9GZU7 76-261 limits assumed): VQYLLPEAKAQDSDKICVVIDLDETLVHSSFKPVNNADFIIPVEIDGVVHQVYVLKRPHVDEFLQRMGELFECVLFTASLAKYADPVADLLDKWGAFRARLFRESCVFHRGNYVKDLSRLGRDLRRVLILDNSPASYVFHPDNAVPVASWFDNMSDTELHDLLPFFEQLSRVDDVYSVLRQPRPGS
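Test system: SCP-1 catalytic domain; Buffer or medium: Acidic Tris acetate buffer with magnesium and detergent; Also added: Phosphorylated 17-residue peptide substrate; Compound: single 20 µM dose, 1% DMSO; Schedule: enzyme reaction 45 min at room temperature, colour 5 min, stabilisation 30 min; Signal: Phosphate-binding colour reagent, absorbance read at 630 nm.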
STEP inh: STEP phosphatase inhibitors, primary screen, biochemical, fluorescence intensity, uHTS; recombinant STEP, OMFP fluorogenic substrate; inhibition, % at 20 µM; 0.25% of 360,000 active; AID 588621, 2011;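 active = inhibition at 20 µM, scaled per plate between control wells, above about 37%, limit read from the data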;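 note: 0% = DMSO with enzyme and substrate and 100% = substrate only without enzyme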
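Material: STEP (striatal-enriched tyrosine phosphatase) enzyme, cell-free; Compound dosing: 20 µM single dose in 1% DMSO; Technique: fluorescence read at 480 nm ex / 540 nm em; Times: reaction 20 min, ambient temperature; Medium: 50 mM Bis-Tris pH 6.0 with 2.5 mM DTT and 0.005% Tween 20; Also added: OMFP at 25 µM.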
SUMO1 PPI mod: modulators of SUMO1 protein-protein interactions, primary screen, biochemical, uHTS | 0.33% of 360,000 active | AID 602429, 2012 | SUMO1 binding to a labelled peptide, TR-FRET, 1 h | inhibition, % at 20 µM; in the data active = inhibition above about 37%
Target sequence (P63165 whole entry, looked up): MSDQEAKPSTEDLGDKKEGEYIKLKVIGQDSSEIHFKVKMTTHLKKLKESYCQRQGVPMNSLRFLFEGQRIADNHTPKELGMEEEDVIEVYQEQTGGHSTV
Rpn11 inh: Rpn11 (PSMD14) deubiquitinase inhibitors, primary screen, biochemical, fluorescence polarization, uHTS; 26S proteasome non-ATPase regulatory subunit 14 (Homo sapiens), O00487; human 26S proteasome, Ub4-pepOG fluorescence polarization; 20S core pre-blocked with epoxomicin; calls only at 20 µM; 0.59% of 360,000 active; AID 588493, 2011;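 active = inhibition at 20 µM, scaled to each plate's controls, above about 33%, limit read from the data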
Target sequence (O00487 whole entry, looked up): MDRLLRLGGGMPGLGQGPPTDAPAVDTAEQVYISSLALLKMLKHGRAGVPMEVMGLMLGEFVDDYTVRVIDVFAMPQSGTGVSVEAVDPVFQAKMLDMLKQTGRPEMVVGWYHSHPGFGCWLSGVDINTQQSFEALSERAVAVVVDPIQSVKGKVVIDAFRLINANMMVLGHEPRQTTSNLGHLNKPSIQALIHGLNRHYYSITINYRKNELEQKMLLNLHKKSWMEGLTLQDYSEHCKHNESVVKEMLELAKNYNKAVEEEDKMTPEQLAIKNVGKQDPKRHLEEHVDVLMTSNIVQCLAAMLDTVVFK
NadD inh: inhibitors of S. aureus NadD, primary screen, biochemical, colorimetric, uHTS; Nicotinate-nucleotide adenylyltransferase NadD (Staphylococcus aureus N315); purified NadD enzyme, colorimetric absorbance read-out; inhibition, % at 20 µM; 0.78% of 360,000 active; AID 602399, 2012; in the data active = inhibition above about 26%; note: some compounds past the cut are filed as inactive
CSN deneddyl inh: inhibitors of CSN-mediated cullin deneddylation, primary screen, biochemical, fluorescence polarization, uHTS. Purified CSN, SCF-Nedd8-OG deneddylation. inhibition, % at 12.5 µM. 0.38% of 360,000 active. AID 651999, 2013;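 active = pattern-corrected inhibition above about 35%, with an unprinted fluorescence ratio check between 0.5 and 1.5, limit read from the data, passing the limit was not always enough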;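 note: 0% = enzyme with substrate and 100% = substrate without enzyme; some results filed as inactive read as strong as hits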
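Material: human Csn5 produced in HEK293T cells; Input: enzyme 0.24 nM; Reagent: SCFSkp2-Nedd8OG substrate at 10 nM final; Dosing: 12.5 µM compound; Incubation: 90 min reaction at room temperature; Detection: fluorescence polarization of the substrate; Evaluation: % inhibition of substrate cleavage by Csn5; Control set: substrate-only high control, full reaction low control.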
DNMT1 block: human DNMT1 methyltransferase inhibitors, primary screen, biochemical, molecular beacon, fluorescence, HinP1I cleavage, uHTS; DNA (cytosine-5)-methyltransferase 1 (Homo sapiens), P26358; inhibition (reported as % activation of signal), % at 10 µM; 0.83% of 360,000 active; AID 588458, 2011; in the data active = inhibition above about 50%
LMPTP inh: LMPTP phosphatase inhibitors, primary screen, biochemical, fluorescence intensity, uHTS; Low molecular weight phosphotyrosine protein phosphatase (Homo sapiens), P24666; recombinant LMPTP-A, OMFP fluorogenic substrate; inhibition, % at 20 µM; 0.22% of 360,000 active;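 active = compounds that cut the enzyme signal by at least half of the control window in the single-dose screen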;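 note: plate controls were DMSO wells with enzyme plus substrate for no effect and substrate without enzyme for full effect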
Target sequence (P24666 whole entry, looked up): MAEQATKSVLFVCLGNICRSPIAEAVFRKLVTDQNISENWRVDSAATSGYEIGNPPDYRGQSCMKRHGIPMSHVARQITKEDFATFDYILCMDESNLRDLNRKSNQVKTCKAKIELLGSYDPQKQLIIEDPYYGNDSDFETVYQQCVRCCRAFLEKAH
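Test system: LMPTP-A phosphatase enzyme; input: 0.625 nM LMPTP-A final; reagent: OMFP substrate, 400 µM final; compound dosing: 20 µM single dose, 3% DMSO; incubation: 50 min dark incubation at room temperature; measured by: endpoint fluorescence intensity from OMFP dephosphorylation; measure: % inhibition relative to no-enzyme and uninhibited control wells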
Active calls of the source: *; i = inactive; . = not tested or not shown; + = active, no number. Hits appear at their usual frequency. About 3.8% of those tested had a hit in this group.

SMILES	Neddyl block	Rin1-Abl PPI inh	Scp-1 inhibitor	STEP inh	SUMO1 PPI mod	Rpn11 inh	NadD inh	CSN deneddyl inh	DNMT1 block	LMPTP inh
CCOc1ccccc1NCc1cc(=O)oc2cc(C)ccc12	i	1	8	3	-10	i	-10	2	-2	4.0
Cc1sc(-c2ccncc2)nc1OC(=O)c1ccc(F)cc1F	i	-1	-9	2	-7	i	-6	-9	4	-0.5
CCCN(CC(=O)Nc1ccccc1C)C(=O)COc1c(C)cccc1C	i	2	6	4	5	i	-4	1	3	-1.1
CCOc1ccc(-c2nnn(CC(=O)NCc3ccc(C)cc3)n2)cc1	i	4	-2	0	0	i	-5	-2	29	0.3
O=C(Cn1cc2c(n1)CCCCC2)NCc1ccccn1	i	0	-12	0	4	i	-3	3	3	0.0
CC(OC(=O)COc1cccc2c1OC(C)(C)C2)C(=O)Nc1ccc(S(N)(=O)=O)cc1 (stereo not given)	i	3	-3	-1	-1	i	-5	-6	-1	-1.2
CCC(CC)C(=O)Nc1ccccc1-n1cccc1	i	-1	22	0	-2	i	3	-5	-1	-0.5
CCn1c2ccccc2c2cc(NC(=O)c3cccc([N+](=O)[O-])c3C)ccc21	i	0	-5	-2	-3	i	13	3	-13	1.8
C1CCC(Nc2nc3nonc3nc2N2CCSCC2)C1	i	3	1	0	-6	i	1	3	7	-2.2
COc1ccccc1N1CCN(C(=O)CN(C)S(=O)(=O)c2ccc3c(c2)c(=O)n(C)c(=O)n3C)CC1	i	4	-1	0	8	i	2	5	0	0.4
Cc1ccc(C)c(NC(=S)N(C)CCO)c1	i	1	-11	2	0	i	1	2	4	0.3
COCCNc1cc(N)c([N+](=O)[O-])cc1[N+](=O)[O-]	i	-11	-5	-3	-24	i	0	-2	6	-0.9
CC1=C(CC(=O)O)c2cc(F)ccc2/C1=C/c1ccc(S(C)=O)cc1 (stereo not given)	i	0	-11	0	-8	i	-5	0	-4	0.1
COc1cc2[nH]c(=O)c(C(=O)NCCCN3CCOCC3)c(O)c2cc1OC	.	5	3	5	4	i	-1	-14	2	-0.5
O=C1N[C@H](Cc2ccccc2)COC(=O)[C@@H](Cc2ccc(F)cc2)CC/C=C/C[C@H]1CC(=O)N(CCO)Cc1ccccc1	i	0	-14	2	3	i	-6	-4	-20	4.7
COc1ccc(-c2nc(-c3cccs3)no2)cc1	i	1	5	0	-3	i	-10	1	0	1.4
CC(=O)Nc1ccc2c(c1)ncn2-c1ccccc1	i	1	3	10	2	i	6	2	1	-1.4
CC1(c2cccc(Br)c2)NC(=O)N(CC(=O)NC2CCCCC2)C1=O (stereo not given)	i	-2	0	-5	1	i	0	1	1	0.2
CC(=O)Nc1ccc(S(=O)(=O)NC2(C(F)(F)F)NC(=O)N(c3ccccc3F)C2=O)cc1 (stereo not given)	i	3	-11	0	-1	i	0	-4	-1	-0.4
CCCCCn1c(=O)[nH]c2cc(C(=O)NCCN(CC)CC)ccc2c1=O	i	-1	2	3	0	i	-6	-6	3	-1.8
Cc1cccc(NC(=O)CSc2nc3ccccc3c(=O)n2C)c1	i	0	-8	2	5	i	-5	1	4	0.4
CCCCn1c(O)c(/C=C/C=C/C=Nc2ccccc2)sc1=S	i	5	-8	5	0	+	29	24	47	2.4
CCOc1ccc(S(=O)(=O)NCCOC)cc1C	i	0	-8	-6	3	i	-3	4	-1	-1.2
COC(=O)[C@H]1C[C@@]2(O)CN(S(=O)(=O)c3ccc(C)cc3)C[C@@]2(OC(=O)NCC2CCCCC2)C[C@H]1C(=O)OC	i	-2	.	1	3	i	-6	13	4	-1.0
CCn1c(SCC(=O)NC2CCCCC2)nnc1-c1ccco1	i	-4	-5	-1	4	i	-1	-3	1	-1.6
Remaining list, next part:
SMILES	Neddyl block	Rin1-Abl PPI inh	Scp-1 inhibitor	STEP inh	SUMO1 PPI mod	Rpn11 inh	NadD inh	CSN deneddyl inh	DNMT1 block	LMPTP inh
COc1ccc(C(=O)C(CCC(CNC(C)(C)C)C(=O)c2ccc(OC)cc2)CNC(C)(C)C)cc1 (stereo not given)	i	2	-6	-1	2	i	0	-1	-2	-0.6
Cc1ccc(NC(=O)COC(=O)c2cccnc2Cl)cc1S(=O)(=O)N1CCCCC1	i	-3	-7	-1	5	i	-11	0	-3	-0.3
CC1CC(C)CN(C(=O)COC(=O)CCC(=O)c2cccs2)C1 (stereo not given)	i	-2	8	0	-2	i	2	5	2	3.3
Cc1cccc(C(=O)N2CCC(n3nnc4cc(F)ccc43)CC2)c1	i	-2	6	-2	-4	i	-2	0	3	-0.9
O=C(NCc1cccs1)c1cc(-c2ccccc2)nn1CC1CC(c2cccc([N+](=O)[O-])c2)=NO1 (stereo not given)	i	-1	-11	-2	-8	i	-3	0	-2	2.7
CC(=O)c1ccccc1OCc1ccc(S(=O)(=O)Cc2ccccc2)cc1	i	-3	-15	1	6	i	-2	-4	-3	2.6
COc1ccc(C(=O)NCC(c2ccco2)N(C)C)cc1S(=O)(=O)NCc1ccc(Cl)cc1 (stereo not given)	i	1	-6	2	-3	i	-6	-2	2	-2.8
O=C(C1CCN(S(=O)(=O)c2cccc3cccnc23)CC1)N1CCCC1	i	1	-9	-3	5	i	-2	-5	5	-0.4
Cc1nc2ccccc2n1/C(=N\S(=O)(=O)c1ccccc1)c1ccccc1	i	2	-12	2	3	i	-4	-1	-1	-0.2
O=[N+]([O-])c1ccc(/C=N/N2CCN(c3ccncc3S(=O)(=O)N3CCCCC3)CC2)cc1	i	0	-2	3	-4	i	1	1	6	2.8
Cc1c(CCC(=O)N[C@@H](C)C(=O)O)c(=O)oc2cc3oc4c(c3cc12)CCCC4	.	-2	2	2	5	i	2	0	11	4.3
COc1ccccc1CNC(=O)c1ccc(N2CCOCC2)c([N+](=O)[O-])c1	i	-4	-1	1	-27	i	5	-7	-1	-1.2
CCN(CC)c1ccc(/C=N/N=C(c2ccccc2)c2ccccc2)c(O)c1	i	-1	10	0	-2	+	4	-9	5	2.3
O=C(Nc1nnc(CCN2CCCCC2)s1)c1cccc(Cl)c1	i	-1	-11	12	8	i	-6	5	3	-0.4
COc1ccc(NC(=O)CCC2CCCCC2)cc1S(=O)(=O)N1CCCCC1	i	0	1	3	-1	i	-5	-14	-1	0.5
CCCCn1c(-c2ccncc2)nc2c1c(=O)[nH]c(=O)n2CC(C)C	i	1	-2	-2	-8	i	4	5	-1	-2.1
CCOc1ccc(NC2=NCC(=O)N2CCc2ccccc2)cc1	i	2	3	-8	2	i	-5	0	-4	-1.7
CN(C(=O)COC(=O)c1cnc(Cl)c(Cl)c1)C1CCCCC1	i	1	-5	0	-2	i	0	-1	1	-1.2
CCCC(c1nnnn1Cc1ccco1)N1CCN(c2ccccc2)CC1 (stereo not given)	i	5	-3	-2	0	i	-9	0	2	-1.6
Cc1c(C(=O)OCC(=O)N(CCC#N)c2ccccc2)oc2c1ccc1ccccc12	i	-1	-12	3	-5	i	-4	-2	-7	4.2
CCOC(=O)/C=C1\SCC(=O)N1CC(=O)c1ccc[nH]1	i	-4	5	-2	0	i	7	2	6	3.4
CCC(C(=O)NCCc1ccccc1OC)n1nc(C)c2c(C)n(-c3ccccc3)nc2c1=O (stereo not given)	i	3	3	-4	-5	i	2	-2	2	-1.2
O=C(Cc1cccs1)N1CCN=C1SCc1ccc(Br)cc1	i	-4	2	-2	4	i	-1	-4	-5	-0.8
Cc1nn(-c2ccccc2)cc1C(c1c(N)[nH]c(=S)[nH]c1=O)c1c(N)[nH]c(=S)[nH]c1=O	i	3	1	0	10	i	4	-12	-2	-4.9
Nc1cc2c(cc1[N+](=O)[O-])OCO2	i	-11	58*	4	-11	i	3	-3	24	19
Cc1cc(OCC(=O)Nc2cc(-c3nn4c(C)nnc4s3)ccc2C)ccc1Cl	i	-3	-4	1	-7	i	-1	20	-5	1.4

Exported with bars between the fields: part of the list above.
canonical_smiles | Neddyl block | Rin1-Abl PPI inh | Scp-1 inhibitor | STEP inh | SUMO1 PPI mod | Rpn11 inh | NadD inh | CSN deneddyl inh | DNMT1 block | LMPTP inh
COc1ccc(C(=O)C(CCC(CNC(C)(C)C)C(=O)c2ccc(OC)cc2)CNC(C)(C)C)cc1 (stereo not given) | i | 2 | -6 | -1 | 2 | i | 0 | -1 | -2 | -0.6
Cc1ccc(NC(=O)COC(=O)c2cccnc2Cl)cc1S(=O)(=O)N1CCCCC1 | i | -3 | -7 | -1 | 5 | i | -11 | 0 | -3 | -0.3
CC1CC(C)CN(C(=O)COC(=O)CCC(=O)c2cccs2)C1 (stereo not given) | i | -2 | 8 | 0 | -2 | i | 2 | 5 | 2 | 3.3
Cc1cccc(C(=O)N2CCC(n3nnc4cc(F)ccc43)CC2)c1 | i | -2 | 6 | -2 | -4 | i | -2 | 0 | 3 | -0.9
O=C(NCc1cccs1)c1cc(-c2ccccc2)nn1CC1CC(c2cccc([N+](=O)[O-])c2)=NO1 (stereo not given) | i | -1 | -11 | -2 | -8 | i | -3 | 0 | -2 | 2.7
CC(=O)c1ccccc1OCc1ccc(S(=O)(=O)Cc2ccccc2)cc1 | i | -3 | -15 | 1 | 6 | i | -2 | -4 | -3 | 2.6
COc1ccc(C(=O)NCC(c2ccco2)N(C)C)cc1S(=O)(=O)NCc1ccc(Cl)cc1 (stereo not given) | i | 1 | -6 | 2 | -3 | i | -6 | -2 | 2 | -2.8
O=C(C1CCN(S(=O)(=O)c2cccc3cccnc23)CC1)N1CCCC1 | i | 1 | -9 | -3 | 5 | i | -2 | -5 | 5 | -0.4
Cc1nc2ccccc2n1/C(=N\S(=O)(=O)c1ccccc1)c1ccccc1 | i | 2 | -12 | 2 | 3 | i | -4 | -1 | -1 | -0.2
